# Tb PYK inh: qHTS of Trypanosoma Brucei Inhibitors | pyruvate kinase (Trypanosoma brucei), Q57TT1 | TbPYK enzyme, Kinase-Glo Plus ATP luminescence, 45 min | Potency, µM (series often up to 76.8 µM), inactives show top-dose activity, negative = inhibition, most hits filed as inhibitors | hit rate 0.12% among 410,000; also: potency is read from the fitted curve at half-maximal effect; % is scaled to controls: 0 for no effect and ±100 for the full control effect; nearly all actives have a fitted effect of over 50% in size
#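 ADP (130 uM final) triggers the TbPYK reaction after compound addition; incubation is 45 min at room temperature. Kinase-Glo Plus is then added and luminescence imaged. Normalized data are fitted to concentration-effect curves.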
# Pf growth 48h: Primary qHTS for delayed death inhibitors of the malarial parasite plastid, 48 hour incubation; P. falciparum luciferase growth in erythrocytes, 48 h; Potency, µM (titrated, usually from 28.7 µM), for inactives: at the highest dose activity change, negative = inhibition, actives largely listed as inhibitors; hit rate 5.9% among 310,000; also: potency is read from the fitted curve at half-maximal effect; % is scaled to controls: 0 for no effect and ±100 for the full control effect
#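 In quantitative HTS format, infected erythrocytes bearing luciferase-reporter parasites were treated for a single generation at 37 C. Luminescence after adding detection reagent served as the growth measure.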
# LmPK inhibitor: qHTS Assay for Inhibitors of Leishmania Mexicana Pyruvate Kinase (LmPK); Q27686; purified LmPK, Kinase-Glo ATP luminescence, 1 h; Potency, µM (top dose mostly 57.5 µM), inactives show at the top dose activity change, negative = inhibition, usual class: inhibitors; hit rate 0.37% among 290,000; also: potency is read from the fitted curve at half-maximal effect; % is scaled to controls: 0 for no effect and ±100 for the full control effect
# Target sequence (Q27686 whole entry, looked up): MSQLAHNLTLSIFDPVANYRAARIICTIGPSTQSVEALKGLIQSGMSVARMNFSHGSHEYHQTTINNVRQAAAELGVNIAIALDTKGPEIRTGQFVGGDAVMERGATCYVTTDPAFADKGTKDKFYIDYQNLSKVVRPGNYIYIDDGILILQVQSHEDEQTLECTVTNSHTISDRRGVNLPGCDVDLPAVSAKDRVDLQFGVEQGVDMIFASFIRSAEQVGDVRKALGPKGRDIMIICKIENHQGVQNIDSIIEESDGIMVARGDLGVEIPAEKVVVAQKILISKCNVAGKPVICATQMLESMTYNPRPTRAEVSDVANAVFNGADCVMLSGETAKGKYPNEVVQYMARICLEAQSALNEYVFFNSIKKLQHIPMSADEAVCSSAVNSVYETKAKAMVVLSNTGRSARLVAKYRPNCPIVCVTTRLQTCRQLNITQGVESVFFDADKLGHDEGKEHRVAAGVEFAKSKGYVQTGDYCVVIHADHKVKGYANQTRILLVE
#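 0.1 nM LmPK, 0.5 mM PEP, 0.1 mM ADP; 50 mM imidazole pH 7.2, 7 mM MgCl2, 50 mM KCl; 1 h RT. Kinase-Glo luminescence readout, normalized to no-enzyme (full inhibition) and uninhibited wells.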
# Pf growth 96h: Primary qHTS for delayed death inhibitors of the malarial parasite plastid, 96 hour incubation. P. falciparum luciferase reporter growth, 96 h. Potency, µM (doses to about 28.7 µM), for inactives: top-dose activity change, negative = inhibition, usual class: inhibitors. hit rate 6.9% among 320,000; also: potency is read from the fitted curve at half-maximal effect; % is scaled to controls: 0 for no effect and ±100 for the full control effect
#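 Compounds incubated with erythrocytes infected by luciferase-expressing P. falciparum (2% hematocrit, 0.05% parasitemia final) for 96 hours, 37 C in 5% CO2. Growth inhibition scored as decreased luciferase luminescence.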
# Shiga toxin inh: A qHTS for Small Molecule Inhibitors of Shiga Toxin; Vero cells, Shiga toxin protein synthesis inhibition reporter; inhibition, % at 38.7 µM; hit rate 9.2% among 290,000; AID 2315, 2010; in the data active = inhibition mostly above about 28%, no sharp cut-off; inactive = mostly below about 43%; also: 0% is about no effect
# CHX counter: Cycloheximide Counterscreen for Small Molecule Inhibitors of Shiga Toxin; cell reporter, cycloheximide protein synthesis inhibition counterscreen; max response, %; hit rate 12% among 300,000; in the data active = max response mostly above about 13%, no sharp cut-off; inactive = mostly below about 14%; also: read at 38.3 µM for the half of the compounds with a filed dose; 0% is about no effect
# AMA1 RON2 block: qHTS for Inhibitors of AMA1-RON; Towards Development of Antimalarial Drug Lead: Primary Screen; Potency, µM (doses to about 58.2 µM), inactives show at the highest dose activity change, negative = inhibition, hits mostly inhibitors; Plasmodium falciparum AMA1 (3D7) - RON2 peptide interaction; hit rate 0.2% among 360,000; AID 720542, 2013; AlphaScreen AMA1-biotinylated RON2 peptide binding;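 also: potency is read from the fitted curve at half-maximal effect; 0% = vehicle wells and -100% = peptide control; nearly all actives have a fitted effect of over 45% in size; some results filed as inactive show a strong effect at the top dose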
#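 AMA1 (3D7) with his tag at 25 nM final met compounds first, then biotinylated RON2 peptide at 25 nM; detection used donor plus acceptor beads, 10 µg/mL apiece, read by AlphaScreen after 30 min at room temperature.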
# * marks the source's active call; other numbers are inactive results; ? = inconclusive; . = no result given; [ ] = dose if it differs, or a comment. Unless noted, calls follow the shape of the dose curve; as a rule, active = well fitted curve in the direction sought with a large enough effect; inconclusive = small, poorly fitted or top-dose-only effect, or another doubt; inactive = no such curve, though single readings can be large; an effect the other way counts as inactive or inconclusive.
SMILES,Tb PYK inh,Pf growth 48h,LmPK inhibitor,Pf growth 96h,Shiga toxin inh,CHX counter,AMA1 RON2 block
CC(C)Nc1ccc(C(CC(N)=O)NC(=O)Cc2ccc(Cl)cc2)cc1[N+](=O)[O-] (configuration not stated),5%,-18%,6%,-17%,2,1,-9%
Cc1cc(C)nc(N2CCCC(C(=O)NCCc3ccccc3F)C2)n1 (configuration not stated),-16%,5%,0%,-18%,28,2,0%
COc1cccc(CN2CCNC(=O)C2CC(=O)NCCc2nc(C)c(C)s2)c1OC (configuration not stated),2%,-9%,-4%,7%,34,-3,10%
COC(=O)c1cn(C(C)C(=O)NCc2ccco2)c2ccccc12 (configuration not stated),0%,8%,11%,.,18,8,-16%
Cc1ccc(S(=O)(=O)N2CCCC(C(=O)N3CCC4(CC3)OCCO4)C2)cc1 (configuration not stated),4%,?,0%,6%,13,-2,-8%
CC(C)Cn1c(=O)c2c(nc3n2CCCN3Cc2ccccc2)n(C)c1=O,7%,10µM*,2%,12µM*,-13,-4,-6%
COc1ccc(NC(=O)c2ccc(S(=O)(=O)N3CCOCC3)cc2)c(OC)c1,4%,-4%,-1%,4.7µM*,15,1,1%
COc1cc(C(CN)CC(=O)O)ccc1O (configuration not stated),5%,29%,3%,53%[activator],12,6,29%
CCOC(=O)c1nnc2c(Br)c(-c3ccccc3)nn2c1C,-21%,?,1%,?,11,-2,2%
COCCN(C(=O)CN1CCc2ccccc21)c1c(N)n(Cc2ccccc2)c(=O)[nH]c1=O,-18%,-3%,.,-24%,.,.,5%
Cc1ccc(OCCOCCn2ccnc2)c(Br)c1,-7%,35%,-2%,19%,75,31*,-14%
O=c1oc2cc(Oc3ccc(C(F)(F)F)cc3[N+](=O)[O-])ccc2c2c1CCC2,1%,15%,0%,-1%,-12,-2,4%
Cc1noc(C)c1COc1ccc(C(=O)OCC(=O)NCc2ccccc2Cl)cc1,-4%,-5%,5%,-22%,-7,-1,-3%
Cc1cc(C)c2nc(N3CCC(C(=O)N4CCN(c5ncccn5)CC4)CC3)sc2c1,12%,.,15%,4%,-7,-4,-5%
Cc1cccc(CNc2ccc(C(CC(N)=O)NC(=O)Cc3cccc4ccccc34)cc2[N+](=O)[O-])c1 (configuration not stated),3%,?,7%,-12%,-6,-2,-6%
CN(C)c1ccc(-c2nn3c(-c4cccnc4)nnc3s2)cc1,-2%,?,-3%,1%,-19,11,6%
CCc1ccc(C2=NN(CCC(=O)NC3CC3)C(=O)CC2)cc1,.,?,0%,25%,-10,-1,.
Cn1c(Cc2cccc3ccccc23)nnc1SCC(=O)N1CCN(c2ccccc2)CC1,-8%,?,-2%,?,-9,-2,-14%
COc1ccccc1CN1CCCC(N2CCN(c3ccc(F)cc3)CC2)C1 (configuration not stated),-4%,?,-2%,6%,-3,0,-10%
O=S(=O)(NCc1ccccc1)c1ccc(Br)c2nsnc12,-9%,-17%,1%,0%,7,5,2%
CC1=C(C(=O)N2CCCC(N3CCN(c4ccccc4F)CC3)C2)OCCO1 (configuration not stated),5%,1%,-4%,-102%,7,5,9%
CSc1nnc(C(C)(C)C)c(=O)n1/N=C/c1ccccc1O,-6%,55%[activator],-10%,67%[activator],12,13,63%[activator]
CC[C@@]12C(=O)N(c3cccc(Br)c3)C(=O)N1[C@H](c1cccc(C)c1)[C@@H]1C(=O)N(Cc3ccccc3)C(=O)[C@@H]12,7%,4.1µM*,.,5.2µM*,.,.,-5%
C/C(=N\NC(=O)C1CCCC1)c1ccc(C(C)C)cc1,0%,0%,-2%,8%,52*,24*,-6%
Cc1ccccc1NC(=O)c1cc(S(=O)(=O)N2CCOCC2)ccc1F,2%,-2%,-1%,-1%,-9,-2,11%
Cc1nn(C)c(-c2n[nH]c(=S)n2Cc2ccco2)c1Cl,?,4%,-8%,39%[activator],-11,-4,32%[activator]
CS(=O)(=O)N(CC(=O)NCc1cccnc1)Cc1ccc(Cl)cc1,2%,18%,-2%,30%,-15,-2,-1%
COc1ccc(C(=O)NCCNc2nc3cc(C)c(C)cc3cc2C)cc1,3%,?,2%,?,-8,-7,-8%
COc1ccc(-c2noc(CNC(=O)c3ccc4c(c3)OCO4)n2)cc1OC,-1%,10%,2%,5%,19,-4,3%
CS(=O)(=O)c1ccc(Cl)c(NC(=O)C2CCN(S(=O)(=O)c3cccs3)CC2)c1,0%,?,.,?,.,.,-12%
Cc1ccc(S(=O)(=O)NCCCC(=O)C=[N+]=[N-])cc1,-2%,-28%,0%,3%,-14,-4,8%
COc1ccc(CN(CCC(c2ccc(F)cc2)C2CCOC(C)(C)C2)C(=O)c2ccco2)cc1 (configuration not stated),-7%,9.3µM*,-7%,?,1,0,-24%
COC(=O)C(Cc1ccccc1)NC(=O)CNS(=O)(=O)c1ccc(Br)cc1 (configuration not stated),2%,108%[activator],-8%,24%,-6,8,-4%
CCN1C(=O)c2cccc3c(S(=O)(=O)N4CCC(C)CC4)ccc1c23,-2%,?,.,?,.,.,27%[11.6 µM]
COc1cc(CNCCCN2CCOCC2)ccc1OCC(=O)Nc1cccc(C(F)(F)F)c1,2%,1.9µM*,-2%,?,-20,0,-14%
COc1cccc(NC(=O)COC(=O)c2c(F)cccc2F)c1,-2%,40%[activator],1%,6%,12,6,11%
Cc1cccc(NC(=O)CCN2C(=O)C3C4CCC(C4)C3C2=O)c1C (configuration not stated),1%,-1%,6%,31%[activator],-11,-2,-5%
CC(C)CN(C(=O)COC(=O)c1c2c(nc3ccccc13)CCC2)c1c(N)n(Cc2ccccc2)c(=O)[nH]c1=O,1%,8.3µM*,2%,6.6µM*,-3,-2,5%
NC(N)=N/N=C/c1ccc(N2CCOCC2)cc1,7%,?,0%,-49%,8,6,-3%
CCC1CCc2sc(C(=O)N(C)CC(=O)Nc3ccc(OC)cc3)cc2C1 (configuration not stated),-5%,?,.,-11%,.,.,-7%
Clc1ccc(-c2nnc(NCCN3CCCC3)c3ccccc23)cc1,-8%,.,1%,?,-12,-8,0%
OCCNCCCCCOc1ccc(F)cc1,12%,8%,3%,36%[activator],-15,-5,6%
CCCC(=O)c1c(NC)cc(C)oc1=O,-5%,?,-2%,?,4,3,-6%
COCCCNCC(=O)c1c(N)n(Cc2ccccc2)c(=O)n(C)c1=O,11%,18%,-2%,46%[activator],-4,-4,11%
O=C(NCC(c1ccco1)N1CCc2ccccc21)c1cccc([N+](=O)[O-])c1 (configuration not stated),-7%,?,.,?,.,.,-29%
CSc1ccccc1OCc1cc(C(=O)N2CCNC(=O)C2)no1,-2%,5%,2%,?,31,13,0%
CCOC(=O)C1=C(O)C(=O)N(Cc2ccc(C(C)(C)C)cc2)CC1,3%,-19%,1%,2%,19,-1,-5%
COc1ccc2c(COC(=O)c3cccc(S(=O)(=O)NCC(C)C)c3)cc(=O)oc2c1,-8%,9.3µM*,0%,?,37,20*,8%
Cc1ccc(NC(=O)Cn2c(-c3ccc(F)cc3)cnc2SCC(=O)Nc2c(C)cccc2C)cc1,-9%,0%,0%,13%,1,0,-6%[11.6 µM]
CC(=O)Nc1cccc(-c2csc(Nc3ncccn3)n2)c1,.,252%[activator],-2%,24%,91*,43*,.
O=C1c2sc3nc4c(c(=O)n3c2C(=O)N1c1ccccc1)CCC4,-12%,?,-23%,?,47*,6,-11%
CC(=O)Nc1ccc2nc(CN3CCC(CO)(CCc4ccccc4)CC3)ccc2c1,2%,?,2%,-6%,18,1,-9%
COC(=O)CCN(C(=O)c1ccc([N+](=O)[O-])cc1)c1ccccn1,-5%,10%,7%,3%,12,0,-2%
CN(C)CCCN(C(=O)c1cccs1)c1nc2cc3c(cc2s1)OCO3,5%,53%[activator],-17%,?,40,17*,15%
CC(CN1C(C)CCCC1C)OC(=O)c1ccc(Cl)cc1Cl (configuration not stated),4%,13%,0%,6%,-12,8,-20%
Cc1ccc(NS(=O)(=O)c2cc(C(=O)N3CCCC3)ccc2C)cc1C,3%,-2%,1%,.,22,1,-3%
Cc1ccc(NC(=O)c2cc(-c3cccs3)nc3ccccc23)nc1,5%,?,2%,?,4,-1,-6%
O=C(c1cccc(-c2ccco2)c1)N1CCCC(N2CCN(c3ccc(F)cc3)CC2)C1 (configuration not stated),-9%,?,-6%,-14%,-10,-4,?
Cc1ccc(-n2ncc(N(C)C)c(Cl)c2=O)cc1,-3%,288%[activator],-12%,146%[activator],55*,29*,-6%
O=C(c1ccco1)N1N=C(c2ccc(Br)cc2)CC1c1ccco1 (configuration not stated),-6%,?,.,?,.,.,-7%

# The list goes on; it opens with the 5 that closed the last part.
SMILES,Tb PYK inh,Pf growth 48h,LmPK inhibitor,Pf growth 96h,Shiga toxin inh,CHX counter,AMA1 RON2 block
Cc1ccc(NS(=O)(=O)c2cc(C(=O)N3CCCC3)ccc2C)cc1C,3%,-2%,1%,.,22,1,-3%
Cc1ccc(NC(=O)c2cc(-c3cccs3)nc3ccccc23)nc1,5%,?,2%,?,4,-1,-6%
O=C(c1cccc(-c2ccco2)c1)N1CCCC(N2CCN(c3ccc(F)cc3)CC2)C1 (configuration not stated),-9%,?,-6%,-14%,-10,-4,?
Cc1ccc(-n2ncc(N(C)C)c(Cl)c2=O)cc1,-3%,288%[activator],-12%,146%[activator],55*,29*,-6%
O=C(c1ccco1)N1N=C(c2ccc(Br)cc2)CC1c1ccco1 (configuration not stated),-6%,?,.,?,.,.,-7%
O=[N+]([O-])c1ccc(S(=O)(=O)Nc2ccc(S(=O)(=O)N3CCCC3)cc2)cc1,0%,13%,-4%,-15%,2,-4,-12%
O=C(O)c1cccc(S(=O)(=O)N2CCSCC2)c1,-7%,0%,-1%,8%,-5,-6,6%
Cc1ccc(S(=O)(=O)CCC(=O)NCCN2C(=O)S/C(=C\c3ccccc3)C2=O)cc1,-6%,4%,0%,?,36,16*,-4%
CN(C)c1nc(OCCNC(=O)COc2ccc(Cl)cc2Cl)nc(N2CCCCC2)n1,-3%,?,2%,2.6µM*,1,-1,1%
Cc1nc2ccc(S(=O)(=O)NCC(=O)N3CCN(c4ccccc4)CC3)cc2s1,-9%,?,0%,?,-4,-3,0%
NC(=O)C1CCN(C(=O)CN(c2ccc3c(c2)OCCO3)S(=O)(=O)c2ccccc2)CC1,0%,9%,.,1%,.,.,3%
CCn1c(SCc2nc3cc(OC)c(OC)cc3c(=O)[nH]2)nc2ccccc21,-3%,19%,0%,?,-10,-1,13%
CC(C)(C)N(NC(=O)c1ccccc1)C(=O)c1ccccc1,-4%,6%,-2%,-20%,-4,-1,-2%
CCN(CC)C(=O)CSc1nc(-c2ccco2)cc(C(F)(F)F)c1C#N,0%,?,1%,14%,15,-5,17%

# Screening data (PubChem BioAssay)
